Bioassay records as filed in PubChem BioAssay.
KDM5B inh: KDM5B demethylase inhibition. KDM5B demethylase, FDH-coupled NADH fluorescence (FDH is formaldehyde dehydrogenase). Potency, µM (top dose mostly 57.7 µM), for the others: at the top dose activity change, negative = inhibition, most hits filed as inhibitors. 220,000 tested, 2.6% active; active means well fitted inhibition curve with a large enough effect; inconclusive means small, poorly fitted or top-dose-only effect; inactive means no such curve, though single readings can be large or run the other way; further: 0% is about no effect; nearly all actives have a fitted effect of over 70% in size
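Inhibition is measured as reduced NADH fluorescence generation from FDH coupling to formaldehyde release. Truncated KDM5BΔAP at 200 nM final acts on H3K4me3 peptide (12.5 µM in substrate mix) in pH 7.5 HEPES buffer with Tween-20, 30 min, room temperature.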
Starred values were filed as active, the others as inactive; i = inactive; ? = inconclusive; [ ] = dose if it differs, or a comment. Potency means the concentration at half of the fitted maximal effect.

structure,KDM5B inh
O=C(COCc1cc(-c2ccc3c(c2)OCO3)on1)Nc1cc(C(F)(F)F)ccc1Cl,?
Cc1ccc(SC(Sc2ccc(C)cc2)(C(=O)c2ccccc2)C(=O)c2ccccc2)cc1,-0.3%
COc1ccc(OC)c(CNC(=O)C2CCC(=O)N(CCCN3CCCC3=O)C2)c1 (stereo not given),-1.9%
COc1ccc(C(=O)NCC2Cn3cccc3CN2Cc2cccnc2)cc1 (stereo not given),12.6µM*
CC1CCCN(CCCN2C(=O)C3C(C(=O)Nc4ccc(Cl)cc4)C4C=CC3(O4)C2C(=O)NC2CCCCC2)C1 (stereo not given),8.4%
CN(CC(=O)NCCN1CCOCC1)S(=O)(=O)c1ccc(F)cc1,18.0%
O=C(/C=C/c1ccc(Cl)cc1)c1cc(Cl)cc(Cl)c1O,-13.7%
O=C(Nc1ccc(F)c(F)c1)c1ccc(=O)n(Cc2ccc(F)cc2)c1,?
COc1ccc(O[C@H]2COCCN(S(=O)(=O)c3ccc(F)cc3)C2)cc1,11.0%[86.2 µM]
CCc1ccccc1NC(=O)c1oc(=O)c2ccccc2c1-c1ccccc1,-22.5%
CN(C)c1ccc(Nc2ncnc3c2c(-c2ccccc2)cn3-c2cccc(Cl)c2)cc1,?
Cc1noc(Cn2c(=O)c3cc4c(cc3n(CC(=O)Nc3cccc(Cl)c3)c2=O)OCO4)n1,-9.4%
O=c1oc2ccc3ccccc3c2cc1-c1nnc(Nc2cccc(C(F)(F)F)c2)s1,-16.5%
CC(CNC(=O)c1ccc(CSc2nc3ccncc3n2Cc2ccccc2)cc1)c1ccccc1 (stereo not given),-25.5%
CCOc1ccccc1NC(=O)N1c2ccccc2CC1c1noc(C(C)C)n1 (stereo not given),-4.0%
CCC(=O)N1CCc2cc(S(=O)(=O)NC(Cc3ccccc3)C(=O)O)ccc21 (stereo not given),?
COc1ccc(-c2cc3nc(-c4ccc(Br)cc4)cc(C(F)(F)F)n3n2)cc1,-1.7%
CCC(C)NC(=O)CSc1nc(-c2cccs2)nc2ccccc12 (stereo not given),-8.0%
CCOc1cccc2c(C)nc(Nc3nc(C)c(Cc4ccc(C)cc4)c(=O)[nH]3)nc12,6.7%
COc1ccc(NC(=O)N2CCc3c(nc4cc(-c5ccccc5)[nH]n4c3=O)C2)c(OC)c1,?
CC(C)OC(=O)/C(C#N)=C/c1cn(C)c2ccccc12,-4.8%
Nc1nnn(-c2ccccc2)c1-c1ccccc1,9.2%
COCCN1C(=O)c2ccccc2C(C(=O)Nc2cccc(C)n2)C12CCCC2 (stereo not given),2.0%
Cc1ccc(NC(=O)CN2C(=O)CCn3nc(-c4cccn4C)cc32)c(Cl)c1,?
O=C1CN(C(=O)COc2ccc(F)cc2F)c2ccccc2N1,8.7%
CCc1noc(-c2cccn3c(CNC(=O)CCc4ccccc4)nnc23)n1,?
CC(NC(=O)c1cc(-c2ccc(F)cc2)cn1C)c1ccccn1 (stereo not given),-31.5%
COc1ccc(-c2onc(C)c2C)cc1S(=O)(=O)Nc1ccc(OC(F)(F)F)cc1,-23.5%
CN(CCO)c1ncnc2c1sc1nc(N3CCOCC3)c3c(c12)CCC3,?
Cc1ccc(NC(=O)CSc2nnc([C@H](C)NC(=O)OC(C)(C)C)o2)c(C)c1,25.3%

The list goes on; it opens with the 3 that closed the last part.
structure,KDM5B inh
COc1ccc(-c2onc(C)c2C)cc1S(=O)(=O)Nc1ccc(OC(F)(F)F)cc1,-23.5%
CN(CCO)c1ncnc2c1sc1nc(N3CCOCC3)c3c(c12)CCC3,?
Cc1ccc(NC(=O)CSc2nnc([C@H](C)NC(=O)OC(C)(C)C)o2)c(C)c1,25.3%
COc1ccccc1COCC(O)Cn1nc(-c2cccs2)c2ccccc2c1=O (stereo not given),?
CC(=O)c1ccc(NC(=O)C(C)OC(=O)c2nn(-c3ccccc3)c(=O)c3ccccc23)cc1 (stereo not given),77.2%[activator]
CCNC(=O)NC(=O)C(C)OC(=O)[C@H](C)NS(=O)(=O)c1c(C)c(C)cc(C)c1C (stereo not given in full),-4.3%
CCCc1noc(-c2ccn3c(CNC(=O)Cc4cccc(F)c4)nnc3c2)n1,7.08µM*
COc1ccc(C(=O)Nc2ccc3c(c2)N(C2CCCC2)C(=O)c2ccccc2S3)cc1OC,?
CC(=O)c1cccc(S(=O)(=O)NCC(=O)O)c1,15.0%
N#Cc1cccc(OCC(=O)c2ccc3c(c2)OCCO3)c1,11.3%
Cc1ccc(NC(=O)CSC(C)c2nc3ccccc3c(=O)[nH]2)cc1 (stereo not given),-4.5%
Cn1c(CNC(=O)c2ccc3nccn3c2)nc2cc(C(F)(F)F)ccc21,20µM*
CC(C)OCCCNc1ncnc2c1CN(c1ccc(Cl)cc1)C(=O)CN2C,?
O=C(N[C@H](Cc1ccccc1)C1CC(O)C1)c1cnn(Cc2ccccc2)c1 (stereo not given in full),-12.0%
CCN(CC)CCNC(=O)Cn1ncc2c([nH]c3ccccc32)c1=O,-11.5%
Cc1ccccc1CNC(=O)c1ccc(-n2c(C)cc3c2CCCC3)cc1,?
COc1ccc(C(=O)Nc2nc3c(s2)C[C@@H]2[C@](C)(CO)[C@H](O)CC[C@@]2(C)[C@@H]3CC(=O)N2CCC(C)CC2)cc1,28.2µM*
CNC(=O)[C@@H]1CN(C(=O)c2ccc(Br)cc2F)C[C@H]1CO,-3.5%
Cc1ccc2c(c1)NC(c1cccnc1)=NC(c1ccc(F)cc1)=N2,-12.3%
COc1ccc(C2Cn3nnc(C(=O)N4CCN(C(=O)c5c(F)cccc5F)CC4)c3CO2)cc1 (stereo not given),16.3%
Cc1cccc(C(=O)Nc2ccccc2N2CCOCC2)c1,-13.7%
Cc1cccc(C)c1-n1nnnc1SCC(=O)NCC1(N2CCOCC2)CCCCC1,-24.4%
O=C1[C@@H]2C[C@@H](CN2C(=O)NCc2ccccc2)Oc2ccccc2N1CC1CC1,12.1%[86.2 µM]
COc1c(CNC(C)c2nnc3n2CCC3)c(C(C)C)nn1C (stereo not given),-2.2%
Cc1ccc(C(=O)Nc2c3c(nn2-c2ccccc2)CS(=O)(=O)C3)cc1C,-5.4%
CC(=O)c1cccc(Oc2ccc(C#N)c(C#N)c2)c1,22.3%
O=C(O)/C(=C/c1cccc(OCc2ccccc2)c1)c1cccs1,-16.9%
O=S(=O)(Cc1ccccc1)Nc1cc(F)cc(F)c1,23.1%
Nc1nonc1C(=O)NCc1ccccc1,21.2%
CN1CCCCC1CCn1cnc2c1c(=O)n(C)c(=O)n2C (stereo not given),19.0%
COc1ccc(OC)c(-c2csc(NC(=O)c3nn(C)c(=O)c4ccccc34)n2)c1,3.0%
O=[N+]([O-])c1cccc(Nc2nc(-c3ccccc3)nc3ccccc23)c1,24.3%
Cc1cc2c3ccc(C)n3ccn2c1,-25.6%
CC1(C)C(=O)NC(=O)N1CC(=O)N[C@H](Cc1ccccn1)C1CC(O)C1 (stereo not given in full),-13.2%
Cc1ccc(CN2CCc3oc(C)c(C(=O)N4CCC(C(N)=O)CC4)c3C2)cc1,-20.9%
COc1ccc(Nc2cnc3ccc(N4CCOCC4)nn23)cc1,-31.4%[86.2 µM]
CN(Cc1cccnc1)c1nc2c(c(=O)[nH]1)CCN(Cc1ccc(F)c(F)c1)CC2,-19.9%
Cc1cccc(OCc2nc(CC(=O)Nc3ccc(C)cc3C)cs2)c1,-12.0%
O=C(COC(=O)c1ccc2ccccc2n1)c1ccccc1,?
Cn1c(CSc2nccn2-c2ccccc2)nc2c1c(=O)[nH]c(=O)n2C,13.7%
Cc1nn(-c2ccc3nncn3n2)c2c1C(c1ccccc1OCc1ccccc1)CC(=O)N2 (stereo not given),10.3%
Cc1cc(C)c(NC(=O)CSc2ncnc3ccccc23)c(C)c1,12.1%
CCNc1cc(N2CCC(CCC(=O)Nc3ccc(C)cc3C)CC2)ncn1,7.2%
COc1ccc(CNC(=O)c2cc3c(N4CCCC4)nc(C)cn3n2)cc1,i
COC(=O)CNC(=O)C1=NOC2CN(C(=O)C3CC3)CC12 (stereo not given),26.2%[149 µM]
CCOc1ccc(C2c3c(-c4ccccc4)n[nH]c(=O)c3Nc3nnnn32)cc1 (stereo not given),?
Cn1c(=O)c2c(ncn2CC(=O)N(C2CCCCC2)C2CCS(=O)(=O)C2)n(C)c1=O (stereo not given),22.0%
CO[C@H]1[C@H](NC(=O)c2ccc(F)cc2)c2ccccc2C12CCNCC2,9.0%
CSc1ccc(/C=C(\C#N)C(=O)Nc2ccc(C)cc2)cc1,19.9%
O=C(O)c1cc(-c2cccc(CO)c2)cc(S(=O)(=O)NC2CCCC2)c1,-1.8%
Cc1ccccc1S(=O)(=O)N(C)CC1CCOC1 (stereo not given),14.1%
O=C1Nc2ccccc2Oc2cc(Oc3ccc(Cl)cc3)ccc21,-10.5%
O=C(COc1ccccc1)N[C@H]1CO[C@H]2[C@@H]1OC[C@@H]2n1nnnc1Oc1ccc(-n2ccnc2)cc1,4.3%
CCCn1cc(-c2ccncc2)cc1C(=O)N1CCN(C)CC1,-21.7%
CN(C)C[C@@H]1CN(c2ncccn2)C[C@H]1NC(=O)c1ccncn1,31.6µM*
CSc1nc2ccc(NC(=O)c3ccc(=O)[nH]c3)cc2s1,-20.5%
Cc1ccc(S(=O)(=O)c2nnn3c2nc(NCCCOC(C)C)c2ccccc23)cc1C,?
COc1cccc(CNC(=O)C(C)Oc2cccc(C)c2)c1 (stereo not given),19.7%
CC1(C(=O)NCCN2CCOCC2)CCCc2cnc(NCc3ccccc3)nc21 (stereo not given),35.5µM*
CCON1C(=O)C(C)(C)N(OCC)C(=O)C1(C)C,-4.5%
CNC(=O)CC1CCOC2(CCN(C(=O)Nc3ccc4c(c3)OCCO4)CC2)C1 (stereo not given),1.5%
Cc1ccc(Cl)cc1NC(=O)N1CCN(C)c2ncccc21,?
Cc1ccc(NC(=O)Cn2c(=O)n(CCCCCC(=O)NCc3ccc(F)cc3)c(=O)c3sccc32)c(C)c1,-14.5%

4 entries from above, with each value named.
> CC1(C(=O)NCCN2CCOCC2)CCCc2cnc(NCc3ccccc3)nc21 (stereo not given)
- KDM5B inh: 35.5µM*
> Cc1nn(-c2ccc3nncn3n2)c2c1C(c1ccccc1OCc1ccccc1)CC(=O)N2 (stereo not given)
- KDM5B inh: 10.3%
> O=C1Nc2ccccc2Oc2cc(Oc3ccc(Cl)cc3)ccc21
- KDM5B inh: -10.5%
> Cc1ccc(NC(=O)Cn2c(=O)n(CCCCCC(=O)NCc3ccc(F)cc3)c(=O)c3sccc32)c(C)c1
- KDM5B inh: -14.5%

The listing continues.
structure,KDM5B inh
CC(=O)Nc1ccc(CN2CCC(N3Cc4ccccc4C3=O)CC2)cc1,34.3%[activator][115 µM]
COc1cc(NC(=S)N[C@H]2CO[C@H]3[C@@H]2OC[C@@H]3n2nnnc2-c2cccc(OC)c2)cc(OC)c1,-8.9%
COc1ccc(-c2cn3c(n2)sc2cc(C(=O)N4CCCCC4)ccc23)cc1,?
COc1ccccc1CN1CCCC12Cc1ccccc1CNC2=O (stereo not given),3.7%[149 µM]
O=C(O)c1ccc(CNCc2ccc(-c3ccccc3)o2)cc1,-19.2%
CC(=O)c1cccc(NC(=O)C2=CC(c3ccco3)=NS(=O)(=O)N2C)c1,-11.8%
Cc1cccc(C)c1NC(=O)N1CCC2(CC1)SCC(=O)N2Cc1ccccc1,?
Cc1ccc(CNc2oc(COc3ccc(C)cc3)nc2C#N)cc1,-16.2%
Cn1cc(/C=C2/CC(=O)N(c3ccccc3)C2=O)c2ccccc21,?
Cc1ccc(NC(=O)Cn2c(=O)cc(C(=O)N3CCCC3)c3ccccc32)cc1F,54.8%[activator]
Cc1cc(SCc2ccc(Cl)cc2)nc2ccccc12,6.4%
CCOCCCNC(=O)C1CCN(c2cnn(CC3CC3)c(=O)c2)C1 (stereo not given),28.3%
Cc1c(C(=O)OC(C)C)sc(NC(=O)C2c3ccccc3Oc3ccccc32)c1C#N,-5.4%
O=C(NCCOc1ccccc1)c1nc2c(o1)CCN(Cc1cccs1)CC2,-13.8%[86.2 µM]
O=C(CSc1nc2c([nH]c3ccccc32)c(=O)n1-c1ccc(F)cc1)NCc1ccc(F)cc1,-21.9%
COc1ccc(-c2nnc3n2CCN(C(=O)c2ccc(F)cc2)C3)cc1,26.2%
CN1Cc2cccn2CC1CNC(=O)c1cccs1 (stereo not given),20µM*
COc1ccc(Br)cc1CN(C)C(=O)c1ccncc1,7.4%
CCOc1ccccc1NC(=O)C(=O)Nc1ccc2nc3n(c(=O)c2c1)CCCCC3,-74.8%
Cc1cc(Cl)cc2c(N=Nc3ccccc3C(=O)O)c(O)[nH]c12,-2.4%
CCn1c2ccccc2c2cc(CN3CCN(Cc4cccc(Cl)c4)CC3)ccc21,?
OCC1CCN(c2ccc(-c3nc(CCCc4ccccc4)no3)cn2)CC1,?
C#CC[N+](C)(C)C/C=C(\Cl)C(=C)Cl,12.6%
CCONC(=O)c1ccc(OC)cc1O,-6.6%
Cc1ccc(S(=O)(=O)Nc2ccc(C)n(CC(=O)NCc3ccc(F)cc3)c2=O)cc1,5.7%

These rows are one share of the data; count on the stated rates, not on these rows.
